Screening results as filed in PubChem.
S3 lipid droplet – qHTS Assay for Lipid Storage Modulators in Drosophila S3 Cells; Drosophila S3 cells, BODIPY lipid droplet fluorescence, 18-24 h; cells fed with added oleic acid; lipid storage change, negative = inhibition, % at the top dose, mostly 46.1 µM; hits show Potency in µM; actives 0.64% (n = 320,000); AID 2685; active means well fitted inhibition curve with a large enough effect in the signal ratio, with a control signal flat, not every such curve was filed as active; inconclusive means small, poorly fitted or top-dose-only effect, or effect the other way, or a change in a side signal; the % refers to the signal ratio
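Laser-scanning cytometry quantifies lipid droplet accumulation (500–530 nm total intensity; droplet/cell object ratio) in oleic acid-fed (400 uM added) Drosophila S3 cells treated with a concentration series. 20 uM Triacsin C defined 100% inhibition.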
S3 lipid droplet cell count max – further read-out of S3 lipid droplet, marked with its call; cell number change, %; measured here: cell count max response;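 cells counted by Cell Tracker Red CMTPX staining in the red channel; peak over a dose series mostly up to 46.1 µM; percent activity relative to internal control wells on each plate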
* = called active by the depositor; i = inactive; ? = inconclusive; / = not tested or not shown; [ ] = another dose, or the depositor's remark. On the % scale 0 is the no-effect control and ±100 the full control effect; potency means the concentration at half of the fitted maximal effect.

compound | S3 lipid droplet | S3 lipid droplet cell count max
Cc1ccc(-c2cc(C(F)(F)F)n3nc(C(=O)Nc4c(C)n(C)n(-c5ccccc5)c4=O)cc3n2)cc1 | ? | /
O=C(COC(=O)c1cc(S(=O)(=O)N2CCOCC2)ccc1F)Nc1c(Cl)cccc1C(F)(F)F | -16% | -2
COc1ccc(-c2c3c(=O)n(C)c(=O)n(C)c3cn2-c2cccc(OC)c2)cc1 | i | 13
O=C(c1ccc2c(=O)n(Cc3ccc4c(c3)OCO4)c(=O)[nH]c2c1)N1CCN(c2ccccc2)CC1 | ? | /
CCOC(=O)C1(CC/C(C)=N\NC(N)=O)CC(C)OC1=O (centres undefined) | ? | /
Cc1ccccc1CC1(CO)CCCN(C(=O)c2cccc(Cl)c2)C1 (centres undefined) | ? | /
O=C(NCCc1ccc(C(F)(F)F)cc1)C1CCC(=O)N(CCCN2CCCC2=O)C1 (centres undefined) | 1% | 14
COc1ccc(C2=NC(C)(C)Cc3cc(OC)c(OC)cc32)cc1OC | i | -7
CCN(C(=O)c1cccc(Br)c1)c1ccccc1 | ? | /
Cc1nn(CC#N)c(=O)n1-c1ccccc1F | ? | /

Molecules shown so far that have a Cl atom:
compound | S3 lipid droplet | S3 lipid droplet cell count max
O=C(COC(=O)c1cc(S(=O)(=O)N2CCOCC2)ccc1F)Nc1c(Cl)cccc1C(F)(F)F | -16% | -2
Cc1ccccc1CC1(CO)CCCN(C(=O)c2cccc(Cl)c2)C1 (centres undefined) | ? | /

(next part)
compound | S3 lipid droplet | S3 lipid droplet cell count max
COc1ccc(CCNC(=O)C(=O)NCC2OCCN2S(=O)(=O)c2ccc(Cl)cc2)cc1OC (centres undefined) | -25% | -1
COc1cccc(NC(=O)Cn2c(CCC(=O)O)ccc2-c2cccs2)c1 | ? | /
Cc1ccc(OCC(=O)N2CCC3(CC2)CC(=O)c2ccccc2O3)cc1 | ? | /
CCN1CCN(CCCOc2ccccc2-c2ccccc2)CC1 | -16% | 13
CC(=O)N1CCc2cc(C(=O)CN3CCC(C)CC3)ccc21 | 19%[9.22 µM] | /
O=C(CSCc1ccc(F)cc1)NCc1ccc(F)cc1 | 8% | /
CCOC(=O)/C(C#N)=C\c1c(OCC)n(CC)c2ccccc12 | 3% | 13
O=C(CSc1nc2ccccc2s1)Nc1ccc(Cl)c(C(=O)O)c1 | 2% | 18
CCOC(=O)C1C(c2ccccc2Cl)NC(=O)N(C)C1(O)C(F)(F)F (centres undefined) | ? | /
COc1ccc(S(=O)(=O)Nc2cccc(F)c2C)cc1C(=O)N1CCOCC1 | 4% | 7
CN(CC(=O)Nc1ccccc1Br)C(=O)c1cccc(S(=O)(=O)NCc2ccccc2)c1 | ? | /
CCN(CC)CCCNc1ncnc2scc(-c3ccc(F)cc3)c12 | -24% | -13
CC(C)[C@H](NC(=O)C1CCCC1)c1nc2ccccc2[nH]1 | ? | /
COc1ccc(Oc2ccccc2/C=N/O)cc1 | 8% | -28
Cc1cccc(OCC(=O)NCCCNC(=O)c2ccc(C)nc2)c1 | i | 29
O=C(CNC(=O)c1cccc(F)c1)N/N=C/C=C/c1ccccc1 | 7% | 19
Nc1ccc(C(=O)Nc2ccco2)cc1 | 8% | 4
Nc1nc(NCC(=O)O)nc(NC2CCCCC2)c1[N+](=O)[O-] | 7% | 17
COc1ccc(C(=O)CSc2nnc(-c3ccccn3)n2Cc2ccco2)cc1 | ? | /
CCCCC(=O)Nc1cccc(NC(=S)NC(=O)C(C)C)c1 | ? | /
CCCn1c(CNC(=O)Cc2ccccc2)nc2ccccc21 | ? | /
CCCC(=O)Nc1ccc(C(=O)NNC(=O)COc2ccc(Br)c(C)c2)cc1 | ? | /
CCCCOc1ccc(CSC(=N)N)cc1Cl | ? | /
COCCN(C(=O)COC(=O)c1c(-c2ccccc2)noc1C)c1c(N)n(Cc2ccccc2)c(=O)[nH]c1=O | ? | /
CC1(C)CC(=O)C2=C(C1)OC(N)=C(C#N)[C@@H]2c1ccccc1[N+](=O)[O-] | 2% | 8
Cc1ccc2nc(-c3ccc(N4C(=NC(=O)CCC(=O)O)SC5CS(=O)(=O)CC54)cc3)sc2c1 (centres undefined) | 2% | 10
Cc1onc(-c2ccccc2Cl)c1C(=O)NC(=S)Nc1ccccc1F | ? | /
O=C(Cc1cccs1)Nc1cccc(-c2nc3ccccc3o2)c1 | ? | /
O=C1c2ccccc2NC(c2cccnc2)N1c1ccccc1F (centres undefined) | ? | /
COc1ccc(NC(=O)c2nn(C)c(C(=O)Nc3ccc(OC)cc3)c2[N+](=O)[O-])cc1 | ? | /

Compound profiles, from the list above. Screens in order: S3 lipid droplet	S3 lipid droplet cell count max
COCCN(C(=O)COC(=O)c1c(-c2ccccc2)noc1C)c1c(N)n(Cc2ccccc2)c(=O)[nH]c1=O across the screens: ?	/
Cc1onc(-c2ccccc2Cl)c1C(=O)NC(=S)Nc1ccccc1F across the screens: ?	/
O=C(Cc1cccs1)Nc1cccc(-c2nc3ccccc3o2)c1 across the screens: ?	/
COc1ccc(NC(=O)c2nn(C)c(C(=O)Nc3ccc(OC)cc3)c2[N+](=O)[O-])cc1 across the screens: ?	/

Next records
compound | S3 lipid droplet | S3 lipid droplet cell count max
Cc1ccc(N2C(=O)C3CCCN3C2=S)c(C)c1 (centres undefined) | ? | /
Cc1cc(=O)[nH]c2c1c(C)nn2C(C)(C)C | -5% | 13
COc1ccc(S(=O)(=O)N2CCCCC2)cc1NC(=O)c1cc([N+](=O)[O-])ccc1N1CCOCC1 | i | /
O=C(CCCn1c(=S)[nH]c2cc3c(cc2c1=O)OCO3)N1CCN(c2ccccn2)CC1 | ? | /
CCCN1C(=O)c2ccccc2NC1c1ccc(Cl)cc1 (centres undefined) | ? | /
Cc1cc(O)c(NC(=S)NC(=O)c2ccc(-c3ccc(Cl)cc3)o2)cc1C | ? | /
Cc1ccc(S(=O)(=O)N(C)C)cc1NC(=O)COC(=O)CCCOc1ccccc1 | ? | /
CC(C)CCNC(=O)C(Cc1ccccc1)NS(=O)(=O)c1ccc2c(c1)c(=O)n(C)c(=O)n2C (centres undefined) | ? | /
COc1ccccc1NC(=O)NC1(C(=O)N2CCC(O)CC2)CCCCC1 | -10% | 10
O=C1SCC(c2ccc(Cl)cc2Cl)=NN1Cc1nnc(-c2ccccc2)o1 | ? | /
Cc1ccc(CN2CC(C(=O)Nc3ncccc3C)CC2=O)cc1 (centres undefined) | 23% | 10
O=C(/C=C/c1ccc(Cl)cc1Cl)N(Cc1ccc(Cl)cc1)C1CCS(=O)(=O)C1 (centres undefined) | ? | /
CCOc1ccc(NC(=O)CN(C)C(=O)CN2C(=O)C3CC=CCC3C2=O)cc1OCC (centres undefined) | -1%[0.0737 µM] | /
CC(C)(C)n1nc2c(c1NC(=O)c1ccc(Cl)c([N+](=O)[O-])c1)CS(=O)(=O)C2 | -13% | -13
COC(=O)C1=C(C)N(CC2CC2)C(=O)N[C@H]1c1ccc(Br)cc1 | 1% | 2
O=C(NNc1ncnc2c1cnn2-c1ccc(F)cc1)c1cccs1 | ? | /
Cn1c(/C(C#N)=C(\O)c2ccc([N+](=O)[O-])cc2)nc2ccccc21 | ? | /
Cc1ccc2nc(Nc3ncc4c(n3)CCCC4=O)nc(C)c2c1 | 17% | -16
CCOC(=O)C(=O)NCC(c1cccs1)S(=O)(=O)c1ccc(C)cc1 (centres undefined) | ? | /
COc1ccc(OC)c(S(=O)(=O)N/N=C\c2ccc3c(c2)OCO3)c1 | ? | /
CCOCCn1c(C)c(C(=O)OCC)c2cc(O)c3ccccc3c21 | ? | /
Cc1cccc(C(=O)Nc2ccc3c(c2)ncn3C)c1 | ? | /
O=C(CSc1nnc(CNc2ccc(F)cc2)o1)N1c2ccccc2Sc2ccccc21 | 6% | -24
CCCn1c(=O)c2ccccc2n2c(SCc3c(C(=O)OCC)oc4ccccc34)nnc12 | ? | /
Cc1ccc2oc(=O)n(Cc3ccc(OC(C)C)cc3)c2c1 | ? | /
C=CCN1C(=O)C(CC(=O)Nc2ccccc2)SC1=Nc1c(C)n(C)n(-c2ccccc2)c1=O (centres undefined) | -9% | 1
CCc1ccc(S(=O)(=O)Nc2c(NC3CCCCC3)c3ccccc3oc2=O)cc1 | ? | /
CSc1nc(Oc2ccccc2)c2sccc2n1 | ? | /
CCCc1cc(=S)n2c([nH]c3ccccc32)c1C#N | -5% | 15
O=C(O)Cn1cc(C(=O)C(F)(F)F)c2ccccc21 | ? | /
COc1cccc(NC(=O)CN(C)C(=O)C(Sc2ccccc2)c2ccccc2)c1 (centres undefined) | ? | /
Cc1cc(C)c(C(=O)NC2CC(C)(C)Cc3c2cnn3-c2ccccc2)o1 (centres undefined) | ? | /
COc1ccc(CC(NC(C)=O)C(=O)NC2CCN(C(=O)NCc3ccccc3)CC2)cc1 (centres undefined) | ? | /
COc1ccc2nc(NCc3ccccc3)[nH]c2c1 | i | 3
CC(=O)N1CC[n+]2c(-c3ccc([N+](=O)[O-])cc3)csc21 | ? | /
O=C(NCCN1CCN(c2cccc(Cl)c2)CC1)Nc1ccccc1 | ? | /
COc1ccc(/C=N/Nc2ncc(C(F)(F)F)cc2Cl)c(OC)c1OC | 11% | -5
Cc1ccc(SCc2nc(N)nc(Nc3ccccc3C)n2)c(C)c1 | ? | /
COc1ccc(C2(c3ccc(OC)cc3)NC(=O)NC2=O)cc1 | ? | /
CC(=O)c1cccc(-n2c(CCC(=O)O)ccc2-c2cccs2)c1 | 23% | 5

For reference, some entries already given.
compound | S3 lipid droplet | S3 lipid droplet cell count max
Cc1ccc(-c2cc(C(F)(F)F)n3nc(C(=O)Nc4c(C)n(C)n(-c5ccccc5)c4=O)cc3n2)cc1 | ? | /
O=C(COC(=O)c1cc(S(=O)(=O)N2CCOCC2)ccc1F)Nc1c(Cl)cccc1C(F)(F)F | -16% | -2

An excerpt of these results, with two lines to a compound.
Each structure is followed by: S3 lipid droplet | S3 lipid droplet cell count max
COc1cccc(NC(=O)CN(C)C(=O)C(Sc2ccccc2)c2ccccc2)c1 (centres undefined)
    ? | /
Cc1cc(C)c(C(=O)NC2CC(C)(C)Cc3c2cnn3-c2ccccc2)o1 (centres undefined)
    ? | /

The listing continues.
compound | S3 lipid droplet | S3 lipid droplet cell count max
COC(=O)C1=C(N)Oc2c(oc(CO)cc2=O)C1c1ccc(F)cc1 (centres undefined) | 10% | 3
CCOC(=O)N1CCN(C(=O)CSc2nc(=O)n3cccc(C)c3n2)CC1 | 23% | /
Cc1ccccc1NS(=O)(=O)c1cc2c3c(c1)CC(=O)N3CCC2 | ? | /
O=C(CCC(=O)n1ncc2ccccc21)N1CCCCC1 | 23% | -1
COC(=O)c1ccc(CNC(=O)/C=C/c2cc([N+](=O)[O-])ccc2OC(F)F)cc1 | i | 21
COc1cc2c(cc1Cl)/C(=C\CCN(C)C)c1ccccc1S2 | 18% | 2
O=C(O)c1cc(NN=Nc2cccc([N+](=O)[O-])c2)cc([N+](=O)[O-])c1 | 14% | 3
Cc1ccc(S(=O)(=O)Oc2ccccc2/C=N/O)cc1 | 10% | 9
CCN(C(=O)CSc1nc2ccccc2o1)C1CCS(=O)(=O)C1 (centres undefined) | i | 5
CC1CN(C(=S)Nc2ccc(F)cc2F)CC(C)O1 (centres undefined) | i | 15
O=C(CC1(O)C(=O)c2ccccc2C1=O)c1ccccc1 | -5% | -7
Cc1ccc(NC(=O)C2CCN(S(C)(=O)=O)CC2)cc1Cl | ? | /
Cc1cc(C(=O)NNC(=O)c2ccc(C)c([N+](=O)[O-])c2)c(C)o1 | ? | /
COC(=O)CC1=C(C(=O)OC)C(c2cc(OC)c(OC)cc2OC)C(C#N)=C(N)O1 (centres undefined) | ? | /
C/C(=N/NS(=O)(=O)c1ccc(C)cc1)c1cccc(NC(=O)c2cccc(Cl)c2)c1 | ? | /
COc1ccccc1OCC(=O)Nn1c(=S)[nH]c2ncccc2c1=O | -3% | 1
O=C(COC(=O)C12CC3CC(CC(O)(C3)C1)C2)N1CCN(S(=O)(=O)c2ccc(Cl)cc2)CC1 | -4% | -3
O=S(=O)(c1ccc(Cl)c(NC(=S)Nc2ccccc2N2CCOCC2)c1)N1CCOCC1 | 21% | 6
O=C(N/N=C/c1cccc(O)c1)c1ccc(COc2ccc3c(c2)CCC3)o1 | ? | /
CC1=NN=C(c2ccccc2)C(c2c[nH]c3ccccc23)N1O (centres undefined) | ? | /
CCOc1cc(C(=O)Nc2cnccn2)cc(OCC)c1OCC | ? | /
COc1ccc(C[C@@H]2CN3C(=NC[C@@H]3C)N2C[C@H](C)NC(=O)c2ccc(C)c(Br)c2)cc1 | -5% | 18
Cc1ccc(OCC(=O)NC(=S)Nc2ccc(Br)c(C)n2)cc1 | -1% | 0
CC1(C(=O)N2CCN(c3ccc([N+](=O)[O-])cc3)CC2)CC1(Cl)Cl (centres undefined) | ? | /
Cc1ccc2c(CN3CCCCC3C)cc(=O)oc2c1C (centres undefined) | ? | /
CCN1CCN(c2nc(-c3cccs3)nc3ccccc23)CC1 | 8% | 1
COc1ccc(/C=C2\SC(=O)N(CCC(=O)N3CCCCC3CCO)C2=O)cc1 (centres undefined) | ? | /
Cc1ccc(C(=O)/C=C/c2ccco2)c(O)c1 | ? | /
O=C(NCCCN1CCC(Cc2ccccc2)CC1)C1CC(=O)N(C2CCCC2)C1 (centres undefined) | 9% | 23
CN(NC(=O)COc1ccccc1)C1=NS(=O)(=O)c2ccccc21 | -5% | 13
O=C(CCC(=O)c1cccs1)NNC(=O)c1ccccc1O | ? | /
COc1ccc(N2CCCC2)c(NC(=O)COc2ccccc2)c1 | i | -3
FC(F)Oc1ccc(/C=N/NC(=S)Nc2cc(C(F)(F)F)ccc2Cl)cc1 | 10% | -7
O=C(CSc1nnc(-c2ccncc2)o1)NCc1ccccc1 | -20% | /

A portion of the library; the hit share may differ from the screen's.
